# Bioassay records from PubChem.
# STAT3 inh: IL-6 driven STAT3 reporter inhibitors, primary screen, U3A cells, luciferase, luminescence, MLSCN library; IL-6 STAT3-luciferase reporter; host cell line lacks STAT1; inhibition, % at 5.5 µM; 190,000 tested, 0.89% active; AID 862, 2007;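 active = inhibition above the mean inhibition across all screened compounds plus 3 SD, cut at about 44% in these data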;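 note: 0% = DMSO only wells and 100% = 100 µM nifuroxazide control wells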
# STAT1 act: STAT1 signaling activators, primary screen, cell-based, HTS, luciferase reporter. NIH 3T3 STAT1-luciferase reporter, IFN-gamma, luminescence; 100% = IFN-gamma alone, no compound. activation (% of control), % at 5.5 µM. 200,000 tested, 2.6% active. AID 932, 2007;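 active = activation above the screen-wide mean activation plus 3 SD, cut at about 130% in these data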;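 note: raw ratio to IFN-gamma control signal so 100% means no change and 0% no light; values of inactives mirror those of a sister screen read the other way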
# FLuc inh counter: firefly luciferase enzyme inhibitors, primary screen, artefact control for luciferase-based inhibitor screens, biochemical, luminescence, ATPLite; inhibition, % at 10 µM; 200,000 tested, 1.5% active; Luciferin 4-monooxygenase (Photinus pyralis), P08659; AID 1006, 2008; 10 min;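 active = inhibition above about 50% when tested at 10 µM, limit read from the data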
# Target sequence (P08659 whole entry, looked up): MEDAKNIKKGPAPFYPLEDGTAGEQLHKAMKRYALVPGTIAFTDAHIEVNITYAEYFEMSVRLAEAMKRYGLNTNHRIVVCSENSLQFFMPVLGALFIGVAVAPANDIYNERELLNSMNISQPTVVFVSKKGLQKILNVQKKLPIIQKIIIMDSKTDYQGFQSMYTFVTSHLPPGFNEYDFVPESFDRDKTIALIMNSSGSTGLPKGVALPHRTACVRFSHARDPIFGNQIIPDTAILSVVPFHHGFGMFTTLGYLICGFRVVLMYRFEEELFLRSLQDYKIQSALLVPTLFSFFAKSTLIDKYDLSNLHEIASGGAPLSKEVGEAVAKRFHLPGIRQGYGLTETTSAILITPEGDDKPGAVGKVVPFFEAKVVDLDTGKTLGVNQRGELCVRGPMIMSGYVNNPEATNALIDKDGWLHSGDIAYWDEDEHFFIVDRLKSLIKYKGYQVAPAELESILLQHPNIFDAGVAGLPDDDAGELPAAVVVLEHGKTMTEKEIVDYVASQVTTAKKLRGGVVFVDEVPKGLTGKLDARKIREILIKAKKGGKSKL
# NF-kB expr up: activators of NF-kB expression in neurons, primary screen, cell-based, HTS. human neuronal cells, NF-kB reporter expression; stronger effect = higher value. fold change at 12.5 µM. 190,000 tested, 1.6% active; in the data active = fold change above about 3.3
# STAT1 blocker: STAT1 signaling inhibitors, primary screen, cell-based, HTS, luciferase reporter. NIH 3T3 STAT1-luciferase reporter, IFN-gamma, luminescence. inhibition, % at 5.5 µM. 200,000 tested, 0.35% active;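 active = inhibition above a set limit, the mean inhibition across all tested compounds plus 3 SD, cut at about 34% in these data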;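 note: 0% = IFN-gamma with DMSO and 100% = IFN-gamma with 300 µM nifuroxazide; values of inactives mirror those of a sister screen read the other way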
# RAM network inh: inhibitors of the yeast RAM network, primary screen, dse1pr::URA3 reporter, 5-FOA selection. S. cerevisiae dse1pr::URA3 reporter, 5-FOA growth OD615, 2 d; analog-sensitive cbk1-as2 kinase mutant strain. inhibition, % at 50 µM. 190,000 tested, 1.8% active. AID 868, 2007;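 active = inhibition above a set limit, 3 SD over mean compound inhibition, cut at about 8.4% in these data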;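 note: 0% = DMSO-only wells with no growth and 100% = 10 µM 1-NA-PP1 full growth; inhibition rescues growth on 5-FOA so higher OD means more RAM inhibition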
# APP 5'UTR act: activators of APP 5'UTR luciferase reporter, primary screen, SH-SY5Y cells; SH-SY5Y APP 5'UTR luciferase reporter, luminescence; zero percent = DMSO vehicle wells; activation, % at 2 µM; 190,000 tested, 1% active;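 active = activation above a set limit, based on mean plus 3 SD of controls, cut at about 140% in these data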; note: values of inactives mirror those of a sister screen read the other way
# Hsp70 activator: Hsp70 transcriptional activators, primary screen, cell-based, HeLa, Hsp70 promoter luciferase, luminescence, 10 µM. HeLa Hsp70 promoter luciferase reporter; scaled: vehicle 0, proteasome-inhibitor control 100%. activation, % at 10 µM. 200,000 tested, 0.04% active. AID 1203, 2008;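 active = activation above the mean across all tested compounds plus 3 SD, cutoff set per campaign, cut at about 5.5% in these data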;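 note: 100% = MG132 at 30 µM as the positive control and 0% = DMSO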
# STAT3 act: IL-6 driven STAT3 reporter potentiators, primary screen, U3A cells, luciferase, luminescence, MLSCN library; IL-6 STAT3-luciferase reporter; 100% = signal with IL-6 EC80 alone; activation (% of control), % at 5.6 µM; 190,000 tested, 0.91% active;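 active = activation above the screen-wide mean of compound activation plus 3 SD, cut at about 130% in these data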;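 note: 0% = background luminescence of wells with medium and substrate only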
#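 Test system: human U3A cells carrying STAT3-luciferase construct; control set: IL-6-only wells as 100% reference; timing: compound pre-incubation 1 h before IL-6, then 6 h stimulation at 37 °C; also added: IL-6 stimulus at 33 ng/mL final; evaluation: % activation versus median of IL-6-stimulated wells; detection: reporter luminescence signal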
# APP transl inh: inhibitors of APP translation via 5'UTR reporter, primary screen, APP 5'UTR luciferase, SH-SY5Y cells | SH-SY5Y APP 5'UTR-luciferase reporter, luminescence | inhibition, % at 2 µM | 190,000 tested, 0.82% active;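 active = inhibition above a set limit, derived from the sample mean plus 3 SD, cut at about 45% in these data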; note: values of inactives mirror those of a sister screen read the other way
# * marks the source's active call; other numbers are inactive results.
SMILES	APP transl inh	APP 5'UTR act	NF-kB expr up	Hsp70 activator	STAT3 inh	STAT1 blocker	FLuc inh counter	STAT3 act	STAT1 act	RAM network inh
CCCCCNC(=O)CCn1c(=O)oc2ccccc21	6	-6	1.1	0.1	-1	-3	-9	106	103	1.2
Cc1ccc(NC(=O)CSc2nnc(COc3ccc(C#N)cc3)n2-c2ccccc2)cc1C	-11	11	0.78	-0.2	3	3	-7	103	97	3.6
CCOC(=O)COc1ccccc1-c1ccno1	-12	12	0.97	-0.3	-4	-4	-6	109	104	-0.3
O=C(O)C(c1ccccc1)N1CCCCC1 (configuration not stated)	25	-25	1.2	-0.4	0	-1	-5	101	100	0.3
CCOc1ccccc1-n1c(=O)c2ccccc2c2ccccc2c1=O	-5	5	1.1	-0.3	-13	7	-6	108	94	1.4
CCOC(=O)c1c(-c2ccccc2)oc2ccc(OCC)cc12	7	-7	1.4	-0.3	0	6	-2	103	95	-0.4
O=C(c1cc(-c2ccc(F)cc2)on1)N1CCCc2ccccc21	-51	51	1.7	0.0	11	-21	30	97	117	3.2
CCn1c(SCC(=O)N2CCOCC2)nnc1-c1cccs1	1	-1	1.1	-0.1	3	3	-7	102	98	0.8
COc1ccc(C2C(C(=O)c3cccs3)=C(O)C(=O)N2c2nnc(C)s2)cc1OC (configuration not stated)	-2	2	1.3	-0.5	7	-1	-3	100	101	2.4
CSc1n[nH]c(NCc2ccc(C)cc2)n1	-30	30	1.5	0.4	-2	-12	60*	103	111	-0.4
COc1ccc(C(C#N)Nc2ccccc2)cc1 (configuration not stated)	1	-1	0.91	0.0	2	-1	-1	99	100	-0.5
COc1cccc(-c2nnc(SCc3cccnc3)o2)c1	-46	46	2.1	0.0	0	-26	16	103	122	1.3
CC(=O)NC(=S)Nc1cccc(S(=O)(=O)NC2=NCCC2)c1	-14	14	1.1	-0.4	-5	-9	-3	105	108	0.3
COC(=O)COc1cccc(NS(=O)(=O)c2ccc(NC(C)=O)cc2)c1	-3	3	0.94	-0.4	17	11	-8	89	91	-0.3
CSc1nnc(-c2ccc(S(=O)(=O)N3CCCC3)cc2)n1C	-8	7	1.2	-0.4	4	7	0	100	94	-0.1
Oc1ccc(C2C(c3ccccc3)=NN=C(c3ccc(Cl)cc3)N2O)c(O)c1 (configuration not stated)	-10	10	1.1	0.1	13	-8	-6	91	107	4.6
Cc1ccc(C)c(NC(=O)CCC(=O)NNC(=O)C(c2ccccc2)c2ccccc2)c1	-2	2	1	-0.3	0	5	0	107	96	3.5
C#CCSc1nnc(-c2ccc(O)cc2)o1	-58	57	2.5	-0.1	7	-24	12	99	122	-0.5
Cc1cccc(-c2nc(CSCC(=O)NCCCN3CCOCC3)c(C)o2)c1	-10	10	0.91	0.2	1	2	-5	102	98	-0.4
COC(=O)c1ccc(/C=N/N2CCN(Cc3ccc(C)cc3C)CC2)cc1	4	-4	1.1	-0.4	1	-7	-6	101	106	-0.3
CCCCNC(=O)Nc1ccnn1C1CCCCC1	-39	39	1.1	-0.5	0	-5	5	103	103	0.2
CCCCCn1c(SCCCC)nc2c1c(=O)[nH]c(=O)n2C	-3	3	0.85	-0.3	-10	-6	-5	118	105	2.8
Cc1cc(=O)oc2cc(OCC(=O)N/N=C/c3cc([N+](=O)[O-])ccc3O)ccc12	-20	20	1.4	-0.3	1	-5	6	99	104	2.2
Cc1cc(C)nc(NNC2=CC(=[N+]3CCCC3)CCC2)n1	-22	22	1.4	0.1	3	9	1	99	91	0.9
Cc1ccc(-n2c(SCC(=O)N3CCCc4ccccc43)nnc2-c2cccnc2)c(C)c1	25	-25	0.72	-0.4	20	0	-4	85	100	12*
C=CCSc1ncccc1C(=O)NCc1ccccc1	4	-4	1.1	0.0	-12	-2	-8	113	102	1.3
CC(CN1CCOCC1)C(=O)c1ccccc1 (configuration not stated)	-16	16	1.1	-0.6	0	-3	-2	105	103	0.2
CC(C)C(=O)Nc1cccc(C(=O)Nc2nnc(C(C)(C)C)s2)c1	-5	5	1.2	-0.3	8	-3	0	95	103	0.7
O=C(N/C(=C\c1ccc(F)cc1)C(=O)N1CCCCCC1)c1ccccc1	-7	7	1.2	-0.1	7	0	-4	101	100	-0.8
CCC(C)OC(=O)C1=C(C)NC2=C(C(=O)C(C(=O)OC)C(C)C2)C1c1ccc(N(C)C)cc1 (configuration not stated)	-1	1	0.92	-0.3	-1	-1	1	104	101	2.1
CC(C)C(Sc1nc(-c2ccccc2)cc(-c2ccccc2)c1C#N)C(=O)O (configuration not stated)	-2	2	0.9	-0.2	-1	-3	5	105	101	4.8
CC(=O)Nc1ccc(S(=O)(=O)Nc2cccn(Cc3ccc(C)cc3)c2=O)cc1	4	-4	0.96	-0.2	11	7	-5	93	92	0.6
CC(C)[C@H](NC(=O)NCCc1ccccc1)C(=O)O	22	-22	1.3	-0.3	20	10	-7	86	91	0.3
Cc1csc(NC(=O)CSc2nncn2C)n1	-1	1	1.1	0.1	-2	-6	-4	102	106	0.5
O=[N+]([O-])c1cc(-c2nnc(Nc3ccc(O)cc3)c3ccccc23)ccc1N1CCOCC1	4	-4	0.6	-0.4	4	8	-5	96	93	0.9
CC(C)N1CCN(Cc2ccc3c(c2)Cc2ccccc2-3)CC1CCO (configuration not stated)	-2	2	0.85	0.0	-3	-3	-5	108	103	0.5
CSc1ccccc1NC(=O)Nc1cccc(F)c1	-14	14	1.5	0.1	23	0	0	89	99	3.7
CC(C)NC(=O)c1nn(C)c2ccccc12	-23	23	0.98	-0.3	1	-3	-4	99	102	2.1
CC1CC(=O)NN=C1c1ccc(N(C)C)c([N+](=O)[O-])c1 (configuration not stated)	8	-8	0.97	-0.4	7	-7	0	100	106	0.5
COc1cc(Nc2c3c(nc4ccccc24)CCCC3)cc(OC)c1OC	-17	17	1.3	0.2	22	17	-7	84	83	-0.5
c1ccc2[nH]c(NN=C3CCCCCC3)nc2c1	-46	46	1.1	-0.3	9	-32	82*	94	127	-0.7
CC1=C(C#N)C(NC(=O)c2ccc(Cl)cc2)(C(F)(F)F)C(=O)N1 (configuration not stated)	22	-22	1	-0.1	8	-2	-5	96	102	1.1
CCOC(=O)NC(=O)COC(=O)CCCc1nc2ccccc2s1	20	-20	1.1	-0.1	-1	-3	-1	102	102	0.9
NS(=O)(=O)c1ccc(CCNC(=O)C2CCC(CNS(=O)(=O)c3ccc(Br)s3)CC2)cc1 (configuration not stated)	16	-16	1.1	-0.3	-4	-8	-5	104	107	4.5
CCOC(=O)c1ccc(NC(=O)COc2ccccc2CNC2CCCC2)cc1	-10	10	1	0.3	6	4	-8	99	94	1.0
Cc1ccc(-n2nnnc2SCC(=O)c2cc(C)n(-c3cc(C)on3)c2C)cc1	2	-2	0.9	-0.1	-6	7	-21	108	93	0.8
Cc1nc(C/C(=N\N)c2ccc(O)cc2O)cs1	-15	15	1.1	-0.2	-10	1	0	109	100	1.6
O=C(CN1C(=O)C2CCCCC2C1=O)Nc1nc(-c2ccccn2)cs1 (configuration not stated)	39	-39	0.36	-0.6	1	5	-8	105	95	1.0
O=C(NCc1ccco1)Nc1cccs1	8	-8	0.91	0.0	2	1	0	102	99	3.9
Cn1c(=O)c2[nH]c(N3CCN(c4ccccn4)CC3)nc2n(C)c1=O	-24	24	0.83	-0.3	16	3	3	90	95	1.2

# The list goes on.
SMILES	APP transl inh	APP 5'UTR act	NF-kB expr up	Hsp70 activator	STAT3 inh	STAT1 blocker	FLuc inh counter	STAT3 act	STAT1 act	RAM network inh
CC(=O)Nc1ccc(-c2cn3ccsc3n2)cc1	-64	64	3.4*	0.2	26	-40	67*	81	136*	0.8
O=C(CSc1nc2ccccc2o1)N1CCN(c2ccccc2)CC1	2	-2	1.2	-0.3	11	6	-2	94	95	1.3
O=C(Cc1cn2ccsc2n1)Nc1nc2c(s1)CN(Cc1ccccc1)CC2	2	-2	1.2	-0.3	5	0	-6	99	98	0.6
CCOc1cc(C2Nc3ccccc3C(=O)N2c2ccccc2)ccc1O (configuration not stated)	-30	30	1.3	-0.2	-1	-3	-6	104	103	6.2
O=C(N/N=C/c1ccncc1)c1ccccc1[N+](=O)[O-]	-36	36	1.2	0.1	17	-1	-2	94	100	2.2
C=CCNC(=O)CN1CCC(n2c(C)nc3cc(C(F)(F)F)ccc32)CC1	10	-10	1.1	-0.4	2	19	-4	98	82	-0.8

# An excerpt from the list above:
SMILES	APP transl inh	APP 5'UTR act	NF-kB expr up	Hsp70 activator	STAT3 inh	STAT1 blocker	FLuc inh counter	STAT3 act	STAT1 act	RAM network inh
O=C(CN1C(=O)C2CCCCC2C1=O)Nc1nc(-c2ccccn2)cs1 (configuration not stated)	39	-39	0.36	-0.6	1	5	-8	105	95	1.0
O=C(NCc1ccco1)Nc1cccs1	8	-8	0.91	0.0	2	1	0	102	99	3.9
Cn1c(=O)c2[nH]c(N3CCN(c4ccccn4)CC3)nc2n(C)c1=O	-24	24	0.83	-0.3	16	3	3	90	95	1.2
CC(=O)Nc1ccc(-c2cn3ccsc3n2)cc1	-64	64	3.4*	0.2	26	-40	67*	81	136*	0.8
O=C(CSc1nc2ccccc2o1)N1CCN(c2ccccc2)CC1	2	-2	1.2	-0.3	11	6	-2	94	95	1.3
O=C(Cc1cn2ccsc2n1)Nc1nc2c(s1)CN(Cc1ccccc1)CC2	2	-2	1.2	-0.3	5	0	-6	99	98	0.6
CCOc1cc(C2Nc3ccccc3C(=O)N2c2ccccc2)ccc1O (configuration not stated)	-30	30	1.3	-0.2	-1	-3	-6	104	103	6.2
O=C(N/N=C/c1ccncc1)c1ccccc1[N+](=O)[O-]	-36	36	1.2	0.1	17	-1	-2	94	100	2.2
C=CCNC(=O)CN1CCC(n2c(C)nc3cc(C(F)(F)F)ccc32)CC1	10	-10	1.1	-0.4	2	19	-4	98	82	-0.8
